H9c2 TAG inh: inhibitors of triacylglycerol accumulation, primary screen, cell-based, uHTS, fluorescence, H9c2 | hit rate 0.66% among 230,000 | H9c2 cells, Nile Red lipid (TAG) fluorescence; cells loaded with 200 µM oleic acid | inhibition, % at 12.5 µM;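 active = pattern-corrected inhibition of lipid staining of at least 50% with the nuclear-stain viability signal not falling by more than 50%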;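 note: 0% = DMSO wells and 100% = triacsin C control wells; some results filed as inactive read as strong as hits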
H9c2 TAG inh DAPI viability: recorded beside H9c2 TAG inh, whose call it bears; DAPI nuclei signal change (viability), lower = more cytotoxic, %;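 whole-well DAPI fluorescence read on a plate reader as a viability signal; minus 50 percent equals half of cells still viable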
Active calls of the source: *.

Values in the order – H9c2 TAG inh DAPI viability | H9c2 TAG inh
Cc1cccc(-n2ncc3c(NCCCN4CCCC4=O)ncnc32)c1
  9.4 | 7.9
CC1CCCN(C(=O)CN2CCC(c3nc4ccc(Cl)cc4[nH]3)CC2)C1 (configuration not stated)
  0.1 | 5.3
Cc1ccc(CN(C(=O)c2ccccc2C)C2CCS(=O)(=O)C2)o1 (configuration not stated)
  4.0 | -10.0
Cc1ccc(C)c(N=Cc2ccc(-c3ccc([N+](=O)[O-])cc3)o2)c1
  5.2 | -22.8
Cc1onc(-c2c(F)cccc2Cl)c1C(=O)OCc1nnc(-c2ccccc2)o1
  0.2 | 8.6
Nc1nccc(/C=C/c2c(Cl)cccc2Cl)n1
  11.0 | 7.7
CC(C)CN1CCC(=O)N([C@H](CO)Cc2ccccc2)CC1
  -7.6 | -4.6
COc1ccccc1C(=O)COC(=O)Cc1n[nH]c(=O)c2ccccc12
  -5.1 | 4.5
COc1cc(NC(=O)c2ccco2)c(OC)cc1NC(=O)c1cc(OC)c(OC)c(OC)c1
  15.6 | 11.1
COc1ccc(S(=O)(=O)N2CCN(c3ccccc3)CC2)cc1OC
  6.7 | -11.5
COc1ccc(S(=O)(=O)Cc2ccc(C(=O)N3CCN(C4CCCCC4)CC3)o2)cc1
  -5.4 | 6.8
CCSC1=NC(C)(C)C=C(C)N1
  3.8 | 0.6
COc1ccc(Cl)cc1S(=O)(=O)N1CCCC(C(=O)NCC(N)=O)C1 (configuration not stated)
  7.7 | -6.7
CCN(C(=O)COC(=O)c1cc(=O)[nH]c2ccccc12)c1c(N)n(Cc2ccccc2)c(=O)[nH]c1=O
  9.4 | -2.7
Cc1cc(C)nc(SCCS(=O)(=O)Cc2ccc(Cl)cc2)n1
  5.8 | -2.8
O=c1c2ccccc2nnn1Cc1nnc(-c2ccccc2Br)o1
  -9.3 | 3.7
COC(=O)c1ccc(CN(C(C)=O)c2ccccc2)o1
  -5.3 | 9.3
CC(C)CC(C)NC(=O)c1ccc(C(F)(F)F)cc1 (configuration not stated)
  -8.4 | 4.7
CCC1Nc2ncnc(N3CCc4ccccc4C3)c2N(Cc2ccc(Cl)cc2)C1=O (configuration not stated)
  -11.3 | 4.5
COc1ccc([C@H]2C(C#N)=C([S-])N[C@](C)(O)[C@@H]2[n+]2ccccc2)cc1
  4.9 | 5.4
Cc1ccc(CN2C(=O)C(CC(C)C)Nc3ncnc(N4CCOCC4)c32)cc1 (configuration not stated)
  -2.4 | -1.7
CSc1ccc(CN(C)CC(=O)NC(=O)NCCC2=CCCCC2)cc1
  -4.2 | -24.4
Cc1ccc(-n2ncc(C(=O)Nc3cc(Cl)ccc3Cl)c2C2CCNCC2)cc1
  -10.3 | 30.5
COc1ccc(C(=O)CN2CCN(c3cc(C)nc4ccccc34)CC2)cc1
  7.7 | -8.0
O=C(Cn1cncn1)N/N=C/c1cc([N+](=O)[O-])ccc1O
  12.2 | 0.0
COc1cc(/C=N/NC(=O)c2ccc(NS(=O)(=O)c3cccs3)cc2)cc(OC)c1O
  2.2 | -20.8
COc1ccccc1CNC(=O)CN1C(=O)NC2(CCCCCC2)C1=O
  1.2 | -9.5
CCCN(CCC)CCNC(=O)Cn1cnc2sc(C)c(S(=O)(=O)N3CCOCC3)c2c1=O
  10.9 | -8.2
CCCCn1c(C(C)O)nc2ccccc21 (configuration not stated)
  -2.9 | 1.5
O=C(NC(=S)NC1CCCCCC1)c1cncc(Br)c1
  2.4 | -3.5
O=C(Nc1ccccc1C(=O)NCc1cccnc1)c1ccco1
  13.9 | -13.9
O=C(CSc1nnc(-c2ccccc2)n1Cc1ccccc1)N1CCOCC1
  2.7 | -10.3
CC(=O)NNC(=O)c1sc(=S)n(C)c1C
  4.4 | 6.2
COc1ccc(C(=O)Nc2cc(-c3ccccc3)nn2-c2ccccc2F)cc1
  1.6 | 5.6
Cc1ccc(OCc2nnn(CC(=O)NS(=O)(=O)c3c(C)noc3C)c2-c2ccccc2)cc1
  -2.0 | 18.7
CCCCc1ccc(NC(=O)N[C@H](C(=O)O)C(C)CC)cc1 (some centres not stated)
  7.3 | -11.7
COc1ccc(OC)c(C2CC(=O)OC3=C2C(=O)CC(C)(C)C3)c1 (configuration not stated)
  -5.3 | 17.2
CCCCN(C)CCC(=O)Nc1ccc2c(c1)CCC2
  13.3 | -13.2
O=C(NCCC(NS(=O)(=O)OCC(Cl)(Cl)Cl)c1ccccc1)C(F)(F)F (configuration not stated)
  4.7 | -20.0
CC(OC(=O)CCN1C(=O)C2CC=CCC2C1=O)C(=O)Nc1cccc(C#N)c1 (configuration not stated)
  0.7 | -7.3
C#CCOCCOCCOCCNc1nc(N2CCN(C(=O)Cn3cc(CCO)nn3)CC2)nc(N2CCN(C(=O)[C@H](Cc3ccc(O)cc3)n3cc(CCO)nn3)CC2)n1
  -0.8 | -5.2
CON(C)S(=O)(=O)c1ccc2c(c1)NC(=O)C1CCCN21 (configuration not stated)
  -9.5 | 35.8
Cc1noc(C)c1C(=O)N1CCN(S(=O)(=O)c2ccc(F)cc2)CC1
  -5.7 | -7.2
CCN(C(=O)COC(=O)c1cc2c(s1)CCC(C)C2)c1c(N)n(Cc2ccccc2)c(=O)[nH]c1=O (configuration not stated)
  2.7 | -7.5
Cc1ccnc(NC(=O)C2CC(=O)N(c3ccc4c(c3)OCCO4)C2)c1 (configuration not stated)
  1.4 | 4.5

No new results follow: five of the compounds above.
Values in the order – H9c2 TAG inh DAPI viability | H9c2 TAG inh
O=C(Nc1ccccc1C(=O)NCc1cccnc1)c1ccco1
  13.9 | -13.9
O=C(CSc1nnc(-c2ccccc2)n1Cc1ccccc1)N1CCOCC1
  2.7 | -10.3
CC(=O)NNC(=O)c1sc(=S)n(C)c1C
  4.4 | 6.2
COc1ccc(C(=O)Nc2cc(-c3ccccc3)nn2-c2ccccc2F)cc1
  1.6 | 5.6
Cc1ccc(OCc2nnn(CC(=O)NS(=O)(=O)c3c(C)noc3C)c2-c2ccccc2)cc1
  -2.0 | 18.7

Further records follow.
Values in the order – H9c2 TAG inh DAPI viability | H9c2 TAG inh
COc1ccc(OC)c(/C=N/NC(=O)c2ccc(=O)[nH]n2)c1
  3.2 | -0.1
COC(=O)C(CCSC)NC(=O)Cn1ncc2c(=O)oc3ccccc3c21 (configuration not stated)
  -4.7 | 2.7
COc1ccc(-c2csc(C(C)(O)c3cccc(F)c3)n2)cc1 (configuration not stated)
  2.5 | -27.2
Cc1ccc(OCC(=O)N/N=C/c2ccncc2)cc1
  5.5 | 2.7
COc1ccccc1N1CCN(C(=O)c2oc3cc(C)c(C)cc3c2C)CC1
  -12.4 | 24.2
Cc1ccc2c(c1)N(CC(=O)NCC1CCCO1)C(=O)C(C)O2 (configuration not stated)
  -11.2 | 5.0
COc1ccc(NC(=S)NC2CC3CCCC(C2)N3C2CC2)cc1 (configuration not stated)
  -12.4 | -0.7
CCN(CC)CCn1c(NCc2cccc(OC)c2OC)nc2ccccc21
  -5.1 | 9.8
CCc1ccc(N2CC(C(=O)Nc3cccc(C(=O)NC4CC4)c3)CC2=O)cc1 (configuration not stated)
  9.7 | 4.3
Cc1ccc(NC(=O)CCC(=O)NNC(=O)NC23CC4CC(CC(C4)C2)C3)cc1C
  10.1 | -0.3
COc1cccc(OC)c1-c1cnc(NC(C)=O)cn1
  -6.6 | -7.3
Cc1nnc(NC(=O)c2c(F)cccc2F)s1
  -6.2 | 3.8
C=CCn1cc(F)c(=O)n(CC=C)c1=O
  -4.7 | 6.5
O[C@H]1CN(CC2CCCCC2)[C@@H](c2ccccc2)C[C@@H]1n1cc(C2CC2)nn1
  -2.3 | -5.2
COC(=O)C1=C(C)N(c2cccc(C)c2)C(=O)/C1=C\c1cccs1
  3.9 | -28.9
Cc1ccc(NC(=O)C2CC(=O)Nc3ncnn32)cc1Cl (configuration not stated)
  -1.0 | -0.7
O=C(CN1CCN(C(=O)c2cncn2-c2ccc(F)cc2)CC1)Nc1ccccc1C(F)(F)F
  -9.4 | 1.8
CCC(C)NCCCOc1ccc(C)cc1OC (configuration not stated)
  -10.0 | 3.9
CC(=O)N1C2=CCCC3CCCCC23c2ccccc21 (configuration not stated)
  13.4 | -10.8
CCC(/C=N/NC(=O)c1ccccc1F)CC
  -2.2 | 1.6
COc1ccc(N2Cc3cccc(C(=O)NC(C)CCc4ccco4)c3C2=O)cc1 (configuration not stated)
  -1.5 | -16.1
O=C(CCNS(=O)(=O)c1cccs1)Nc1nccs1
  -5.0 | 3.7
COc1cccc(C2CC(=O)Nc3cc4c(cc32)OCCO4)c1OC(C)C (configuration not stated)
  -0.5 | -24.6
Cc1ccc(NC2C(=O)NC(=O)NC2=O)cc1
  2.3 | -11.2
CCOC(=O)C1=C(O)/C(=C\c2cc(C)n(-c3ccccc3F)c2C)N=C1C
  -2.8 | -2.1
COc1cccc(N2CCN(C3C4CC5CC(C4)CC3C5)CC2)c1 (configuration not stated)
  -6.3 | 5.2
COc1ccc(NC(C)=O)cc1NC(C)C(=O)Nc1ccccc1F (configuration not stated)
  20.2 | -0.9
Cc1cc(F)ccc1C(O)c1ncc(-c2cccc(F)c2)[nH]1 (configuration not stated)
  0.0 | -20.0
c1cncc(-c2nc(NCc3ccc4c(c3)OCO4)c3ccccc3n2)c1
  18.4 | -26.9
COc1ccc(C(=O)OCc2ccccc2C#N)cc1S(=O)(=O)N1CCOCC1
  3.1 | 6.8
CCc1ccc(NC(=O)C2C3CCC(O3)C2C(=O)O)cc1 (configuration not stated)
  2.5 | 13.0
COc1ccccc1CN1C[C@@H]2C[C@@H](C3=Cc4cc(Cl)ccc4OC3)N3CCC[C@@]23C1=O
  7.0 | -5.7
CC1(c2ccc3c(c2)OCCO3)NC(=O)N(CC(=O)Nc2ccccc2)C1=O (configuration not stated)
  3.5 | 6.6
O=C(CSc1nnc(CCc2ccccc2)n1-c1ccc(Cl)cc1)NCc1ccccc1
  4.7 | 4.7
O=C(CSc1cn[nH]n1)Nc1ccccc1F
  -6.1 | -10.7
O=C(CCC1CCCN(Cc2ccc(O)c(Cl)c2)C1)NCc1ccccc1F (configuration not stated)
  -9.6 | -0.1
O=C(COC(=O)c1cnccn1)Nc1cc(S(=O)(=O)N2CCOCC2)ccc1Cl
  1.7 | -7.2
CC(=O)c1cccc(NC(=O)COC(=O)CCc2ccc(S(=O)(=O)N3CCOCC3)cc2)c1
  0.6 | 15.3
Cc1ccc(C(C)C)cc1OCC(=O)NC1CCCCCCC1
  4.0 | -16.6
CCOC(=O)c1c(C)[nH]c(O)c1C=Nc1ccccc1
  -4.1 | -18.2
COc1ccc2c(COC(=O)CCS(=O)(=O)c3ccc(C)cc3)cc(=O)oc2c1
  3.6 | 9.8
O=C(c1cc(-c2ccncc2)nc2ccccc12)N1CCOCC1
  -1.5 | 7.3
CCSc1nnc(NC(=O)CSc2nc(C)cc(C)n2)s1
  -2.5 | 1.8
CCCn1c(C(C)NC(=O)c2ccccc2)n[nH]c1=S (configuration not stated)
  1.1 | -11.0
CC1CCCN(c2nc3c(c(=O)n(C)c(=O)n3C)n2Cc2ccccc2)C1 (configuration not stated)
  -10.1 | 13.8
Cc1ccccc1-c1cc2nc(OCC3CCCO3)n(C)c(=O)c2s1 (configuration not stated)
  2.1 | -0.1
C=CC(=O)NC(C)(C)Cc1ccccc1
  -0.6 | -25.7
COc1ccc(N(Cc2nnc3n2CCCCC3)C(=O)Nc2ccccc2)cc1
  -34.1 | 40.8
CCCCn1c(NC(=O)c2ccco2)c(S(=O)(=O)c2ccc(C)cc2)c2nc3ccccc3nc21
  39.2 | 8.1
O=C(COc1ccc(Cl)cc1)N1CCN(Cc2ccc3c(c2)OCO3)CC1
  -5.6 | -2.3
C/C(=N/NC(=O)c1ccc(Cl)s1)c1cccnc1
  -7.2 | 2.1
Cc1ccc(Cl)cc1-c1cc(C(=O)N2CCN(c3ccncc3)CC2)[nH]n1
  -5.7 | 9.1
CCN1CCN(c2ccc(S(=O)(=O)N3CCCCC3)cc2NC(=O)CC(NC(C)=O)c2ccccc2)CC1 (configuration not stated)
  -0.6 | 8.8
CCOc1ncccc1C(=O)NCc1ccccc1F
  1.3 | -8.6
CCOC(=O)CSc1nc(-c2ccccc2)nc2ccc(C)cc12
  6.6 | 5.2
CSCc1c(C(=O)Nc2ccc(N3CCOCC3)cc2)oc2ccccc12
  -5.5 | 40.1
COc1ccc([C@@H]2[C@@H]3C(=O)N(C(C)(C)C)C(=O)[C@@H]3[C@]3(Cc4ccccc4)C(=O)N(c4cccc(F)c4)C(=O)N23)cc1
  6.9 | 8.9
COc1ccc(NC(=O)Nc2ccc3c(c2)CC(=O)N([C@H](C)CO)C[C@@H](C)[C@H](CN(C)C(=O)Nc2ccccc2)O3)cc1
  1.5 | -48.8
COCCCNC(=O)c1ccc(Cn2c(=O)c3ccccc3n(Cc3cc(C)ccc3C)c2=O)cc1
  -17.3 | 18.5
O=C(Nc1ccnn1C1CCN(C2CCC2)CC1)c1ccccc1
  6.1 | 7.1
Cc1ccc2[nH]c(=O)cc(C(=O)OCC(=O)c3ccccc3)c2c1
  11.6 | -3.5
Cc1nn(C)c(N)c1C(O)(c1nccn1C)C(F)(F)F (configuration not stated)
  -5.6 | 2.6
O=C(NCC(=O)N1CCN(Cc2ccccc2)CC1)c1ccccc1Cl
  9.4 | -7.9

Screening results deposited in PubChem by Sanford-Burnham Center for Chemical Genomics.

Some of the compounds tested, so the mix of outcomes need not match the whole.
